Screening data (PubChem)
Efflux pump mplx – blocks antifungal efflux pumps in multiplex yeast assay; S. cerevisiae Candida pump triplex, Nile Red efflux; inhibition, % at 10 µM; AID 485275; 0.44% of 330,000 active;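 active = plate passing quality check with inhibition over a set limit, or well fluorescence over plate mean plus 4 SD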;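 note: Nile Red retained in pooled yeast measured as flow cytometry median fluorescence; 0% = buffer negative control and 100% = Enniatin B positive control; higher means more Nile Red kept so more efflux inhibition; some compounds called inactive have numbers as strong as hits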
Fh CTSL1 inh – counter-screen for PFM18AAP inhibitors: inhibitors of F. hepatica cathepsin L1; recombinant F. hepatica cathepsin L1, Z-Leu-Arg-MCA fluorescence; inhibition, % at 5.96 µM; 0.49% of 300,000 active;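 active = inhibition above the mean of all tested compounds plus 3 SD, set per screening campaign, cut at about 17% in these data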;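 note: 0% = plate median of test compound wells and 100% = 1 µM Z-Phe-Ala-diazomethylketone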
TPT1 inhibitor – C. albicans TPT1 enzyme inhibition; inhibition, % at 5 µM; AID 1962; 0.81% of 300,000 active; recombinant caTPT1, FP RNA substrate dephosphorylation;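 active = inhibition above the mean of all tested compounds plus 3 SD, set per screening campaign, cut at about 24% in these data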;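 note: plate controls were DMSO alone for no effect and ferristatin control at 100 nM for full effect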
HCV core dimer – HCV core protein dimerization inhibition; TR-FRET GST/Flag-core106 dimerization, 1536-well; inhibition, % at 5 µM; 0.33% of 300,000 active; AID 1899;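 active = inhibition above the mean of all tested compounds plus 3 SD, set per screening campaign, cut at about 45% in these data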
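System – GST-tagged and Flag-tagged HCV core protein residues 1-106 · Repeats – one well for each compound · Technique – TR-FRET 671 and 617 nm emission · Doses – one concentration, 5 µM, in 0.5% DMSO · Times – 4 h, 22.5 °C incubation · Also added – Eu donor and XL665 acceptor anti-tag antibodies · Measure – percent inhibition of core106 dimerization signal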
EBNA-1 inhibitor – blocks EBNA-1 binding to DNA; EBNA-1 DNA binding, fluorescence polarization; inhibition, % at 14.8 µM; 0.34% of 300,000 active; in the data active = inhibition above about 28%
PP5 inh – inhibitors of human protein phosphatase 5 (PP5); P53041; purified PP5c, OMFP substrate fluorescence; inhibition, % at 6.7 µM; 0.18% of 320,000 active;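 active = inhibition above the campaign's mean inhibition across all tested compounds plus 3 SD, cut at about 9.5% in these data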;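 note: 0% = DMSO only and 100% = 100 µM cantharidin control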
PP1 counter – PP1-alpha (human) inhibition in PP5 counter-screen. inhibition, % at 6.7 µM. P62136. purified PP1alpha, OMFP fluorescence. 0.9% of 320,000 active;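 active = inhibition above the mean inhibition of all tested compounds plus 3 SD, computed separately for each screening campaign, cut at about 15% in these data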
ZTA counter – ZTA (EBV) inhibition in EBNA-1 counter-screen | P03206 | ZTA-DNA binding, fluorescence polarization | inhibition, % at 11 µM | 0.15% of 320,000 active | AID 2234; in the data active = inhibition above about 33%
Target sequence (P03206 whole entry, looked up): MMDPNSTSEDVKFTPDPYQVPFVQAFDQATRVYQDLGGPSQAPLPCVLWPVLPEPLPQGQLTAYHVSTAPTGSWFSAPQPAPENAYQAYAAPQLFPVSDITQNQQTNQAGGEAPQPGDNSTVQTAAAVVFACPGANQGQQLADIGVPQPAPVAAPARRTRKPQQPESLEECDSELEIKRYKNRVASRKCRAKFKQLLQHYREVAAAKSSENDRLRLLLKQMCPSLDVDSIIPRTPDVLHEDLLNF
PREPL inh – human PREPL enzyme inhibition; recombinant PREPL, fluorescence polarization activity-based probe; 0.68% of 320,000 active; inhibition, % at 5.96 µM; in the data active = inhibition above about 43%;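 note: 0% = enzyme with DMSO and 100% = wells lacking enzyme; many of its hits are not listed in these tables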
Target sequence (Q4J6C6 whole entry, looked up): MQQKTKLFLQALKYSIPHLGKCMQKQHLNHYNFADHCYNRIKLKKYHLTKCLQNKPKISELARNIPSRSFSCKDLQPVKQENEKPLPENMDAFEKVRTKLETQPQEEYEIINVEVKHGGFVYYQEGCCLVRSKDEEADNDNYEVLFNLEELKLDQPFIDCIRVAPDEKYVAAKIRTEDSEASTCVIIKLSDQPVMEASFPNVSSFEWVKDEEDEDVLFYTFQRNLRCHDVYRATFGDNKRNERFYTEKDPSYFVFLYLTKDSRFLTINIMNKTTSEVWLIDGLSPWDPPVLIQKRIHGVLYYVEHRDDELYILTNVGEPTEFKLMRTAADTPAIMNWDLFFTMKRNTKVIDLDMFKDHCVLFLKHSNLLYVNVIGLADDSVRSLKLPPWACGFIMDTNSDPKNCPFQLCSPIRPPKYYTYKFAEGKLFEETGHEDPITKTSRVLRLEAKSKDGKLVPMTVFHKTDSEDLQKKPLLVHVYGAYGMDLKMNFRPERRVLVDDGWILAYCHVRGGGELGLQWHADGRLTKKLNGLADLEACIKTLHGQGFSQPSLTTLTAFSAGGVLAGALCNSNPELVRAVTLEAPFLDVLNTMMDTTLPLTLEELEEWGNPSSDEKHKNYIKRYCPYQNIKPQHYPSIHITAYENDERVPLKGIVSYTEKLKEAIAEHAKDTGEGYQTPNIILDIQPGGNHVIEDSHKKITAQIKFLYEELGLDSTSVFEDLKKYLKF
Numbers without * were called inactive; / = not tested or not shown. An excerpt. The share of hits here may be higher or lower than overall.

SMILES	Efflux pump mplx	Fh CTSL1 inh	TPT1 inhibitor	HCV core dimer	EBNA-1 inhibitor	PP5 inh	PP1 counter	ZTA counter	PREPL inh
COc1ccc(Cl)cc1NC(=S)Nc1cccnc1	0.5	-1	-5	-5	-4	-3.7	-3	-13	12
COc1ccccc1OCCNS(=O)(=O)c1ccc2oc3ccccc3c2c1	0.2	-2	2	8	-11	2.9	-1	-26	-92
C=CCn1c(=NC(=O)CN2C(=O)CCC2=O)sc2cccc(OC)c21	0.2	-1	3	-8	-10	-1.5	-5	3	0
COc1ccccc1N(CC(=O)NCCSc1ccccc1)S(C)(=O)=O	0.0	-4	0	-3	-6	3.8	-1	-6	5
CCOc1ccc(NC(=O)CCC(=O)OC)cc1	0.1	-3	1	0	2	0.4	11	14	8
COc1ccc(CNC(=O)CNS(=O)(=O)c2cccs2)cc1	0.3	-2	-3	2	14	-1.5	-5	3	-3
O=C(O)c1nccnc1C(=O)NCCc1c[nH]c2ccccc12	0.0	-4	-2	-6	-6	-2.0	-2	-9	5
CCCCN(CC)CCNC(=O)c1ccc2c(Cl)c3c(nc2c1)CCC3	0.1	9	-2	-21	-3	-0.7	-1	1	-41
COC(=O)c1ccc(COC(=O)C23CC4CC(CC(O)(C4)C2)C3)o1	0.0	-1	1	-11	-1	-1.1	0	-28	7
Cc1ccc2[nH]c(O)c(N=NC(=O)c3ccc(NS(=O)(=O)c4cccs4)cc3)c2c1	-0.1	3	-1	3	-9	1.4	6	-18	12
O=C(N/N=C/c1ccc(-c2cccc([N+](=O)[O-])c2)o1)c1cccs1	-0.1	0	-3	4	-10	2.9	2	-30	16
NS(=O)(=O)c1cc(C(=O)OCC(=O)NC2CC2)ccc1Cl	0.1	-1	-1	4	-2	2.7	4	10	-5
O=C(O)C1CCN(C(=O)c2scc3c2OCCO3)CC1	-0.1	-3	1	-2	-5	1.5	-3	-14	7
Cc1ccccc1CN1CCN(C(=O)c2cccc3ccccc23)CC1	0.0	-3	-4	17	5	2.5	-3	9	11
Cc1ccc(CSCC(=O)N(C)CC(=O)Nc2ccc(Cl)c(Cl)c2)cc1	0.0	-1	2	-1	-7	3.8	-1	-8	-27
O=C(CNC(=O)c1ccc(Br)o1)Nc1cccc(S(=O)(=O)N2CCOCC2)c1	-0.1	-6	2	5	0	-2.6	2	-7	0
COc1ccc(NC(=O)O/N=C/c2ccccc2)cc1	-0.1	0	1	10	9	1.1	-2	-9	-5
CCOc1ccc(CNC(=O)c2ccc(Sc3ccc(Cl)cc3)c(NC(C)=O)c2)cc1	-0.5	2	1	5	6	6.5	0	12	-7
COC(=O)C1=C(C)N(C)C(=O)NC1c1ccc(O)c(Cl)c1 (stereo not given)	0.1	-4	2	0	-9	3.4	-2	9	-2
Cn1cccc1CC(=O)N/N=C/C=C/c1ccco1	-0.1	5	6	38	1	-0.2	9	0	2
CCOc1ccc(CCNC(=O)CCc2nnc3ccc(N4CCCC4)nn23)cc1OCC	0.1	-1	5	3	4	1.8	-1	-4	3
CCOC(=O)C1=C(COC(=O)CCNS(=O)(=O)c2ccc(C)c(C)c2)NC(=O)NC1C (stereo not given)	0.2	/	/	/	/	0.1	-2	5	1
CCN(c1ccccc1)S(=O)(=O)c1ccc(C(=O)NNC(=O)c2ccccc2F)cc1	0.1	/	/	/	/	0.1	-5	8	-3
C=CCn1cccc(C(=O)Nc2ccc(F)cc2)c1=O	-0.1	2	1	7	-9	2.8	2	-1	3
COc1cccc(CNS(=O)(=O)c2ccc3c(c2)CC(C)N3C(=O)C2CC2)c1 (stereo not given)	-0.1	-3	-3	13	6	1.9	-2	1	-1
CC(C)(C)c1cc(C(=O)Nc2ccc(F)cc2)n(Cc2ccc(F)cc2)n1	-0.1	4	-5	4	7	4.1	5	4	1
Cc1ccc(NC(=O)CCNC(=O)c2ccc(Cl)cc2)nc1	0.2	-2	0	13	1	1.2	-10	1	2
COC(=O)C1=C(C)N(CCCC(=O)O)C(=O)NC1c1ccc2c(c1)OCO2 (stereo not given)	0.0	-1	2	3	10	0.0	-7	12	2
Cc1ccccc1-n1c(SCC(=O)N2CCN(c3ccccc3)CC2)nnc1-c1ccncc1	0.5	-2	3	-4	-8	0.9	-3	-18	-25
Cc1ccc(NC(=O)CCC(=O)NNC(=O)/C=C/C(=O)O)c(C)c1	-0.1	-2	-3	0	7	-0.9	-1	-6	15
Cn1cc([N+](=O)[O-])c(C(=O)Nc2ccc(-c3nc4ccccc4o3)cc2)n1	0.0	3	1	-2	-13	-1.1	1	-3	-1
COc1cc(C)c(Cc2cnc(N)nc2N)cc1OC	0.0	3	-4	3	5	-1.5	-3	8	4
Cn1ncc(Cl)c1C(=O)N1CCOCC1	0.0	-3	-3	-5	12	2.5	-2	1	-7
CSc1ccc(C(=O)C2CCCN(C(=O)c3cc4cc(F)ccc4[nH]3)C2)cc1 (stereo not given)	0.3	4	-2	12	-11	3.6	-3	1	-13
Cc1cccc(NC(=O)CSc2nnc(-c3cc(C)[nH]n3)n2N)c1	0.2	-1	-2	8	2	0.8	-4	-13	1
C[C@H](Cc1ccccc1)Nc1ncnc2c1ncn2[C@@H]1O[C@H](CO)[C@@H](O)[C@H]1O	-0.1	0	1	0	3	-1.7	-2	0	-5
Cc1cc(N2CCOCC2)n2nc(C)c(-c3ccccc3)c2n1	0.0	5	1	-7	-3	1.3	2	-8	29
O=C(/C=C/c1ccc(F)cc1)NC(=S)N1CCN(c2ccccn2)CC1	-0.1	0	-4	2	1	-0.7	1	0	-18
O=C(Cn1c(=O)oc2ccccc21)N1CCOCC1	0.1	0	0	-8	2	3.8	2	-15	0
COc1ccc(C2/C=C\CN(C(=O)Nc3ccccc3-c3ccccc3)CC(=O)N2Cc2ccc(F)cc2)cc1 (stereo not given)	0.1	-2	-2	11	13	5.1	16*	-1	4
c1ccc(-c2ccc(C3=Nn4c(Cn5nnc6ccccc65)nnc4SC3)cc2)cc1	0.1	4	0	18	13	4.5	12	-8	-132
O=C(CN1CCN(C(=O)c2ccc(-c3nc4ccccc4s3)o2)CC1)Nc1ccc(F)cc1	0.1	/	/	/	/	1.8	3	-3	-32
CCCCn1c(O)c(C(CC)=Nc2ccc3c(c2)CCC3)c(=O)[nH]c1=O	0.2	1	2	8	-3	-0.4	3	0	3
COc1ccc(NS(=O)(=O)c2cccc(C(=O)NCCc3ccc(S(N)(=O)=O)cc3)c2)cc1	-0.1	/	/	/	/	2.3	-4	-7	-8
Cc1ccnc(NCc2ccccc2O)c1	-0.1	0	2	3	5	-1.0	-2	-9	-5
COC(=O)CC1SC(=O)NC1=O (stereo not given)	0.0	-1	0	3	-6	0.8	-2	-5	17
COc1ccc(C(=O)C2CCCN(C(=O)c3ccc(CSC)o3)C2)cc1F (stereo not given)	-0.5	-1	-2	14	10	0.6	1	7	12
O=C(O)c1cccc(NC(=S)NCc2ccccc2)c1	0.0	1	2	-1	1	-1.7	-1	5	0

Molecules above that have a thiophene ring, fused or not:
SMILES	Efflux pump mplx	Fh CTSL1 inh	TPT1 inhibitor	HCV core dimer	EBNA-1 inhibitor	PP5 inh	PP1 counter	ZTA counter	PREPL inh
COc1ccc(CNC(=O)CNS(=O)(=O)c2cccs2)cc1	0.3	-2	-3	2	14	-1.5	-5	3	-3
Cc1ccc2[nH]c(O)c(N=NC(=O)c3ccc(NS(=O)(=O)c4cccs4)cc3)c2c1	-0.1	3	-1	3	-9	1.4	6	-18	12
O=C(N/N=C/c1ccc(-c2cccc([N+](=O)[O-])c2)o1)c1cccs1	-0.1	0	-3	4	-10	2.9	2	-30	16
O=C(O)C1CCN(C(=O)c2scc3c2OCCO3)CC1	-0.1	-3	1	-2	-5	1.5	-3	-14	7

(list continues)
SMILES	Efflux pump mplx	Fh CTSL1 inh	TPT1 inhibitor	HCV core dimer	EBNA-1 inhibitor	PP5 inh	PP1 counter	ZTA counter	PREPL inh
O=C(Nc1ccccc1)c1cccc(N2C(=O)C3C4CC(C(Br)C4Br)C3C2=O)c1 (stereo not given)	-0.2	-3	1	6	-4	6.5	1	2	-5
COc1ccc(-n2nc(C(=O)Nc3ccc(OC)c(OC)c3)c3c4ccccc4n(C)c3c2=O)cc1	0.4	1	-2	16	0	-0.5	-5	6	8
CCOC(=O)N1CCc2c(sc3nc[nH]c(=O)c23)C1	0.1	2	-1	-2	-7	-1.6	-1	-10	-4
FC(F)(F)c1nnc2sc(-c3ccncc3)nn12	-0.1	2	1	1	-13	1.9	-1	8	1
Cc1cc(C)c2cccc(N)c2n1	0.1	0	2	-20	-1	-0.7	3	3	10
CSc1nc2nc3c(c(=O)n2[nH]1)CCC3	-0.2	4	-1	-3	-7	0.8	-2	-10	20
COc1ccc(-c2nc(CS(=O)(=O)CC(=O)NC3CCC(C)CC3)c(C)o2)cc1 (stereo not given)	0.1	2	-1	5	-1	1.1	-1	2	-1
Cc1cc(C[n+]2cc(Br)ccc2N)c2ncccc2c1	0.0	5	0	-13	2	-2.5	0	-2	-1
CC(C)=C1C2CCC1C(C(=O)NCc1ccccc1)C2C(=O)O (stereo not given)	0.4	-3	-1	6	-7	0.1	3	-1	10
O=C(c1cc2nc(-c3ccco3)cc(C(F)(F)F)n2n1)N1CCN(c2ccccc2)CC1	-0.1	1	4	18	-1	2.7	2	-13	14
CCNC(=S)N1CCCC(c2nc3ccc(C)cc3[nH]2)C1 (stereo not given)	-0.2	3	-2	0	4	-0.8	0	0	5
CS(=O)(=O)N(CC(=O)N1CCN(c2cccc(Cl)c2)CC1)c1cccc(F)c1	-0.1	0	-1	1	0	-0.5	2	1	8
Cc1ccnc(N2C(=O)c3ccccc3C2Nc2ccccc2Cl)c1 (stereo not given)	-0.1	2	-9	-10	-3	2.0	4	-13	-27
CCNC(=S)N(Cc1ccc(OC)cc1)C1CC(=O)N(c2ccc(OCC)cc2)C1=O (stereo not given)	0.1	0	-3	-2	3	4.1	2	-31	9
O=C(CCc1nc(-c2ccccc2F)no1)NCc1ccco1	0.1	3	-5	-2	0	-3.1	-2	-4	-3
CCN(CC)Cc1c(O)ccc2c(=O)c(-c3ccccc3)coc12	1.2*	-2	-4	-2	1	0.6	-1	-3	9
O=C(CCc1ccc(S(=O)(=O)N2CCOCC2)cc1)Nc1nccs1	0.0	6	-2	0	15	1.3	-2	5	-6
COc1ccc(OC)c(NC(=O)CSc2ccc(-c3ccco3)nn2)c1	-0.2	1	1	43	7	2.3	1	-11	-11
N/C(Cn1cncn1)=N\OC(=O)c1ccc(Cl)cc1	0.0	1	3	-1	-4	-2.6	-1	2	6
COc1ccccc1-c1cc(C(=O)NC2CCN(C)CC2)c2ccc(Cl)c(C)c2n1	1.6*	0	1	-5	0	3.6	0	-2	-2
COc1ccccc1NC(=S)NNC(=O)c1ccccc1Br	-0.3	-1	-1	-13	-2	-0.8	-1	7	16
COC(=O)NNC(=O)COc1cc(C)c(Br)cc1C(C)C	0.2	-29	-1	-4	3	3.8	3	1	-2
CC(C)[C@H]1CN(C)CCN1Cc1cn(C)nc1-c1cccc(Cl)c1	-0.1	1	-2	-5	0	-0.5	-4	8	2
CCn1cc(CNC(=O)CCc2nnc(CCC3CCCCC3)o2)cn1	0.1	2	4	-9	10	5.2	-5	-5	10
COc1ccc(CNC(=O)c2ccc(NS(=O)(=O)c3ccc4[nH]c(=O)[nH]c4c3)cc2)cc1OC	0.2	/	/	/	/	-0.8	-2	6	-3
CCOC(=O)C(CCCCCCC(NC(C)=O)(C(=O)OCC)C(=O)OCC)(NC(C)=O)C(=O)OCC	0.1	-5	-4	-10	-1	-0.8	-3	3	13
O=C(Cc1cccc(C(F)(F)F)c1)NCc1ccc(Cl)cc1Cl	0.1	2	0	-7	8	0.0	1	4	-9
C/C(=N\NC(=O)CCCNc1ccccc1)c1ccncc1	1.1*	-4	-2	-7	4	-1.4	-2	-14	7
